Screens as filed in PubChem BioAssay.
Wnt act: Wnt/beta-catenin pathway activators, primary screen, cell-based, plate reader, single point. activation, % at 9.35 µM. Wnt/beta-catenin reporter cell assay, activator. actives 1.2% (n = 300,000). AID 743398, 2014; in the data active = activation above about 30%, passing the limit was not always enough;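 note: 0% = neutral control wells and 100% = positive control wells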
* marks the source's active call; other numbers are inactive results.

SMILES | Wnt act
C[C@H]1CN([C@@H](C)CO)C(=O)c2cc(-c3ccccc3F)cnc2O[C@H]1CN(C)C(=O)C1CCOCC1 | 0
NC(=S)Nc1cc(Cl)cc(Cl)c1 | 7
COC(=O)C[C@H]1C=C[C@H](NC(=O)c2ccccn2)[C@@H](CO)O1 | -6
O=C(Nc1ccc(Cl)cn1)c1ccccc1-c1ccccc1 | 0
Cc1ccc(Cl)cc1-c1cc(C(=O)NCc2ccc(C(F)(F)F)cc2)[nH]n1 | 0
O=C1NN=C2CCCCCCC12 (centres undefined) | -5
C[C@H](O)[C@@H]1CN2CCc3ccc(-c4ccc5c(c4)OCO5)cc3[C@@H]2C[C@@H]1N(C)C(=O)c1ccco1 | -1
O=C1NC[C@@H](CCCCN2C[C@H](Cc3ccc(O)cc3)N(CCC3CCCCC3)C(=O)C2=O)N(CC2CCCCC2)C1=O | -5

Some of these compounds in order of count of non-hydrogen atoms, highest first:
SMILES | Wnt act
O=C1NC[C@@H](CCCCN2C[C@H](Cc3ccc(O)cc3)N(CCC3CCCCC3)C(=O)C2=O)N(CC2CCCCC2)C1=O | -5
C[C@H](O)[C@@H]1CN2CCc3ccc(-c4ccc5c(c4)OCO5)cc3[C@@H]2C[C@@H]1N(C)C(=O)c1ccco1 | -1
Cc1ccc(Cl)cc1-c1cc(C(=O)NCc2ccc(C(F)(F)F)cc2)[nH]n1 | 0

Compounds above containing a carbonyl joined to an NH by a bond outside any ring, in the order listed:
SMILES | Wnt act
COC(=O)C[C@H]1C=C[C@H](NC(=O)c2ccccn2)[C@@H](CO)O1 | -6
O=C(Nc1ccc(Cl)cn1)c1ccccc1-c1ccccc1 | 0
Cc1ccc(Cl)cc1-c1cc(C(=O)NCc2ccc(C(F)(F)F)cc2)[nH]n1 | 0

Other records
SMILES | Wnt act
CCN=C(NCC)SC1CC(=O)N(CCc2ccccc2)C1=O (centres undefined) | 0
COc1ccc(N2CCN(CC(=O)Nc3c(C)cccc3C)CC2)cc1 | 2
O=C(Nc1c2c(nn1-c1ccccc1)CS(=O)(=O)C2)C1CC1 | 1
CC1OC(C2CCCCC2)Cc2[nH]c(=S)[nH]c(=O)c21 (centres undefined) | -2
O=C1C=CC(c2c[nH]c3ccccc23)CC1 (centres undefined) | -1
Cc1cccc(C)c1NC(=O)C1(C)CCC(=O)N1c1cc(C(C)(C)C)nn1C (centres undefined) | -3
O[C@H]1C[C@H](c2ccccc2)N(Cc2cccs2)C[C@@H]1n1cc(C2CC2)nn1 | -3
CCOC(=O)N1CCN(C(=O)C[C@@H]2C[C@@]3(C(=O)OCC)CCC=C3N(Cc3ccc(Cl)cc3Cl)C2=O)CC1 | -1
Nc1c(CNCc2nnn(Cc3ccccc3)c2N)nnn1Cc1ccccc1 | -2
O=C(/C=C/[C@H]1O[C@@H](n2cnc3c(NC(=O)c4ccccc4)ncnc32)[C@H](O)[C@@H]1O)NCCc1c[nH]c2ccccc12 | -3
Cc1[nH]c2ccccc2c1CC(=O)Nc1ccc(Nc2cccnc2)c(-c2cc(F)cc(F)c2)c1 | -3
CC(C)c1nc(CNC(=O)CC2C(=O)NCCN2Cc2ccccc2)cs1 (centres undefined) | -2
COc1cc2c(c(OC)c1OC)[C@@]1(c3ccccc3)CCCC[C@H]1[C@@H]2NC(=O)C(F)(F)F | -1
CC1(C(=O)NCCc2ccccc2)Cc2c(-c3cccc(C(F)(F)F)c3)ccnc2O1 (centres undefined) | -1
COCCNc1oc(/C=C/c2cccs2)nc1S(=O)(=O)c1ccccc1 | -2
O=C(c1[nH]c(C(F)(F)F)nc1-c1ccccc1)N1CCN(Cc2c(F)cccc2Cl)CC1 | 0
CC1(Cc2ccc(C(F)(F)F)o2)C(=O)Nc2ccc(-c3cccc(C(F)(F)F)c3)cc21 (centres undefined) | -3
Nc1c(Cl)cnn(-c2ccccc2)c1=O | 5
C[C@H]1CN([C@@H](C)CO)C(=O)CCCn2cc(nn2)CO[C@@H]1CN(C)S(=O)(=O)c1ccccc1F | -1
COc1cccc(-c2cnc(C(O)c3ccc(F)c(C)c3)[nH]2)c1 (centres undefined) | -5
Brc1ccc(-c2nc3ccc(Br)cn3c2Cc2ccccc2)cc1 | -2
Cc1cc(Oc2cccnc2)ccc1NC(=O)Cc1cn(C)c2ccccc12 | -1
CC1CN(C(=O)/C(C#N)=C2\N=C(NC(=O)c3ccccc3Cl)c3ccccc32)CC(C)O1 (centres undefined) | 0
CNc1cc(-c2ccc(O)cc2C)ncn1 | 5
O=C1NC[C@H](CCCCN2CCN(Cc3ccccc3)C(=O)C2=O)N(CCc2ccc(O)cc2)C1=O | -2
O=C(Cc1ccc(OCc2ccccc2)cc1)NCc1ccc2c(c1)OCO2 | -2
COc1ccc(C(O)c2nc(-c3cccc(NC(C)=O)c3)cs2)cc1 (centres undefined) | 0
COc1ccc(OCC2CN(C3CCCC3)S(=O)(=O)CCO2)cc1 (centres undefined) | -1
O=C(CCn1cccc(C(F)(F)F)c1=O)Nc1cccc(C(F)(F)F)c1 | -4
Cn1nc(C(C)(C)C)cc1C(=O)N1CCCCC1c1cc(C(=O)NCc2cccnc2)no1 (centres undefined) | 0
CC1(C(=O)Nc2ccc3c(c2)OCCO3)CN(S(C)(=O)=O)CC(=O)N1Cc1ccco1 (centres undefined) | -2
NS(=O)(=O)c1ccc(NC(=O)Nc2ccc(S(N)(=O)=O)cc2)cc1 | -1

7 neighbouring entries from above, for reference:
SMILES | Wnt act
C[C@H]1CN([C@@H](C)CO)C(=O)c2cc(-c3ccccc3F)cnc2O[C@H]1CN(C)C(=O)C1CCOCC1 | 0
NC(=S)Nc1cc(Cl)cc(Cl)c1 | 7
COC(=O)C[C@H]1C=C[C@H](NC(=O)c2ccccn2)[C@@H](CO)O1 | -6
O=C(Nc1ccc(Cl)cn1)c1ccccc1-c1ccccc1 | 0
Cc1ccc(Cl)cc1-c1cc(C(=O)NCc2ccc(C(F)(F)F)cc2)[nH]n1 | 0
O=C1NN=C2CCCCCCC12 (centres undefined) | -5
C[C@H](O)[C@@H]1CN2CCc3ccc(-c4ccc5c(c4)OCO5)cc3[C@@H]2C[C@@H]1N(C)C(=O)c1ccco1 | -1

(further entries)
SMILES | Wnt act
CCCCN1C(=O)C(CC(=O)NC(c2ccccc2)c2ccccc2)CC(C(=O)N(C(C)C)C(C)C)=C1C (centres undefined) | -2
CCOC(=O)C(=C1Nc2ccccc2N1)n1c(-c2ccco2)nc2ccccc21 | -1
Cc1ccc(S(=O)(=O)N2C[C@H]3C(=O)C[C@@H](c4ccc(Cl)cc4)N(S(=O)(=O)c4ccc(C)cc4)[C@H]3C[C@H]2c2cccc3ccccc23)cc1 | -2
CC(C)OC(=O)/C=C1\C[C@@H](c2ccccc2C(F)(F)F)O[C@@H](c2ccccc2C(F)(F)F)O1 | -2
Cc1ccc(C(=O)OCC(=O)NCc2ccc(Cl)cc2)s1 | -1
COc1ccc(CN=Nc2cc(C)nc(NS(=O)(=O)c3ccccc3Cl)n2)cc1 | -3
CC(=O)NC1CCCCN(C)C1=O (centres undefined) | -2
COc1cc(C(O)c2nc(/C=C/c3ccc(C(F)(F)F)cc3)cs2)ccc1F (centres undefined) | -4

Carrying on.
canonical_smiles,Wnt act
O=C(NCCS(=O)(=O)N1CCN(c2ccccc2)CC1)C12CC3CC(CC(C3)C1)C2,-3
O=c1c(Cl)c(Cl)cnn1Cc1ccccc1Cl,0
Brc1ccccc1C1Cc2nnccc2CN1 (centres undefined),28
CC(C)(C)Cc1c(-c2cccc(Br)c2)nc2ccc(Cl)cn12,1
C#CCNC(=O)C[C@@H]1C[C@@]2(C(=O)OC)CCCCC=C2N(Cc2ccco2)C1=O,-1
COc1ccc(OCCn2c(C)nc3ccccc32)cc1,-1
Cc1ccc([C@@H]2CC(=O)[C@@H]3CN(S(=O)(=O)c4ccc(C)cc4)[C@H](c4ccccc4F)C[C@@H]3N2S(=O)(=O)c2ccc(Cl)cc2)cc1,-2
CCOC(=O)N(C)c1c(CC)nc2c(OCc3ccccc3C)cccn12,-1
CC(=O)c1ccc(Nc2nc(C(N)CCc3ccccc3)cs2)cc1 (centres undefined),-4
COc1ccc(CCN2C(=O)c3ccccc3C2c2nnnn2Cc2ccccc2)cc1OC (centres undefined),0
CCCS(=O)(=O)NC(=O)C1(C)CCCN(C(=O)c2cc(-c3cccs3)oc2C)C1 (centres undefined),-6
C[C@H]1CN(c2ccc(N3CCNC[C@@H]3C)cc2C#N)CCN1Cc1ccccc1,-3
CNc1cc(-c2ccc(OC)c(OC)c2)ncn1,0
Cc1ccc(-c2ccc(CN3C(CC(C)C)C(=O)N(Cc4cn(CCC5OCCCO5)nn4)CCS3(=O)=O)cc2)cc1 (centres undefined),-3
CC(C)NC(=O)N(C)C[C@@H]1OCc2cnnn2CCCC(=O)N([C@H](C)CO)C[C@H]1C,-1
CCCCC[C@H](C)N1C[C@H](COCc2ccccc2)Oc2cc(N3CCC[C@@H]3COC)ccc2S1(=O)=O,-3
CC(C)C[C@H]1COc2cccc(N3CCCCC3)c2S(=O)(=O)N1,0
NC(=O)c1cnc(Cc2c[nH]c3ccccc23)c(I)c1,-3
CC(C)CC1C(=O)N(Cc2cn(CC3CCCCC3)nn2)CCS(=O)(=O)N1Cc1ccc(-c2ccc(Cl)cc2)cc1 (centres undefined),-6
COc1cc(OC)nc(C(NC(=O)C2CCN(Cc3c[nH]c4ccccc34)CC2)c2ccc(Cl)cc2)n1 (centres undefined),-21
O=C(NCCO)c1cccc(-c2cccc3nccn23)c1,-1
O=C(Nc1ccc(F)cc1)C(c1ccccc1)N1CCN(c2cccc(C(F)(F)F)n2)CC1 (centres undefined),-3
N#Cc1ccccc1S(=O)(=O)NC(=O)[C@H]1O[C@@H](n2cnc3c(N)ncnc32)[C@H](O)[C@@H]1O,-4
C[C@H](CO)N1C[C@H](C)[C@H](CN(C)Cc2ccncc2)OCc2ccccc2-c2c(n(C)c3ccccc23)C1=O,-2
CSc1ccc(OC2(C)CCN(Cc3ccc(-c4ccccn4)cc3)C2)cc1 (centres undefined),0
COCCN(C(=O)c1ccco1)c1nc(-c2ccc(OC)cc2)cs1,-2
CCCCNC(=O)C(NC(=O)c1ccc(C)cc1)C(=O)c1ccccc1 (centres undefined),-1
CC(C)C[C@H]1CN(CCCC[C@H]2CNC(=O)C(=O)N2Cc2ccccc2)C(=O)C(=O)N1CCC1CCCCC1,-2
Cc1ccn2c(=O)c(NC(=O)c3ccc4c(c3)OCO4)c(C)nc2c1,-4
C#CCNC(=O)C[C@@H]1C[C@@]2(C(=O)OC)CCCCC=C2N(Cc2cccc3ccccc23)C1=O,-3
OC[C@@H]1CN(Cc2ccco2)C[C@H](n2cnc3c(N4CCOCC4)ncnc32)O1,-8
COc1ccc(Cc2c(-c3ccc(F)cc3)nc3c(C)cc(Br)cn23)c(C)c1,8
C[C@H](NC(=O)/C=C/[C@H]1O[C@@H](n2ccc(=O)[nH]c2=O)[C@H](O)[C@@H]1O)C(=O)O,-4
COc1ccc(NC(=O)Nc2ccc3c(c2)C(=O)N([C@H](C)CO)C[C@@H](C)[C@@H](CN(C)C(=O)C2CCCCC2)OCCCC[C@H](C)O3)cc1,-1
Cc1cnc(C)c(Nc2nc(C(N)CCc3ccccc3)cs2)n1 (centres undefined),-3
Fc1ccc(-c2nc3ccc(Cl)cn3c2Cc2cccc(Cl)c2)cc1,5
COc1ccccc1CN(C)C[C@H]1OCc2cnnn2CCCC(=O)N([C@@H](C)CO)C[C@@H]1C,-3
N#C/C(=C\c1cccn1S(=O)(=O)c1cccc([N+](=O)[O-])c1)S(=O)(=O)c1ccc(F)cc1,-3
Cc1cccc(/C=C/c2onc(C)c2[N+](=O)[O-])n1,1
CCCCN1C[C@H](Cc2ccccc2)[C@@H](CC(=O)NC)C1=O,-2
Cc1ccccc1-c1cccc2c3c([nH]c12)[C@@H]1C[C@H]2[C@@H](C(=O)N1CC3)[C@H](C)ON2C,-6
N#Cc1cccc(C(=O)NCC2CCN(C(=O)C(=O)c3cc4ccccc4o3)CC2)c1,-4
CC1=C(C(=O)Nc2cc(C(=O)N3CCN(c4ccc(Cl)cc4)CC3)ccc2C)SCCO1,-5
O=c1ccn(C2CCCCC2)c(=O)[nH]1,-1
CC(=O)N1CCN(c2ccc(N3CCN(C(C)=O)[C@@H](C)C3)c(C)c2)[C@@H](C)C1,3
CC1(C(=O)NCc2ccc3c(c2)OCO3)CCN1C(=O)C1(c2ccc(Cl)cc2)CC1 (centres undefined),-1
O=C(Nc1ccc(F)c(Cl)c1)c1cc(C2CCCN(C(=O)CCc3ccccc3)C2)on1 (centres undefined),26
CCOc1ccc(N2C(=O)CC(Sc3nc(O)c(CC)c(=O)[nH]3)C2=O)cc1 (centres undefined),-2
CCc1c(-c2ccc(Br)cc2)ncn1CCc1ccccc1OC,-10
CCOc1ccccc1N1CCN(CC(=O)N(C)CC(=O)Nc2ccccc2CC)CC1,-2
CCCN(C(=O)CCc1cn(CCC)c2ccccc12)c1ccc(N(C)c2ccccn2)cc1,-6
C=CCN=C1NC(c2ccc(Cl)cc2)C(C(=O)OC)=C(C)N1Cc1ccccc1C(F)(F)F (centres undefined),-2
CCc1cc2c(nc1CC)CCCN2S(=O)(=O)c1ccc(OC)cc1,-15
O=C(CC[C@H]1O[C@@H](n2cnc3c(NC(=O)c4ccccc4)ncnc32)[C@H](O)[C@@H]1O)NCCc1cc2ccccc2[nH]1,-4
O=C1C(=Cc2ccc(Cl)cc2)CCc2ccccc21,1
COc1cc(NC(=O)C2(C)CCCN2C)cc(OC)c1OC (centres undefined),17

Remaining list, next part.
canonical_smiles,Wnt act
COc1ccc(-c2sc3ccccc3c2-c2cc(OC)ccc2C=O)cc1,-7
COc1ccc(CN2C[C@@H](CO)O[C@@H](n3cnc4c(NCc5ccncc5)ncnc43)C2)cc1,-3
Cc1ccc(Cc2c(-c3ccc(C)cc3)nc3ccc(Cl)cn23)cc1,7
COCCNc1nc(Oc2ccc(CC(=O)OC)cc2)c2sc(-c3ccccc3)cc2n1,0
CN(C(=O)COC(=O)c1c[nH]c2ccccc12)c1ccccc1,0
COc1cccc(NC(=O)N(C)C[C@@H]2Oc3cc(Br)ccc3S(=O)(=O)N([C@@H](C)CO)C[C@H]2C)c1,0
Cc1cc(Br)cn2c(Cc3ccccc3C(F)(F)F)c(-c3cccc(Br)c3)nc12,10

Not all compounds are listed. The share of hits here may be higher or lower than overall.
